# Screening data: PubChem BioAssay, Sanford-Burnham Center for Chemical Genomics
# tim10-1 inh: growth inhibitors of tim10-1 mutant yeast; S. cerevisiae tim10-1 ts strain growth, BacTiter-Glo, 24 h; inhibition, % at 20 µM; actives 2.2% (n = 330,000);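 active = inhibition of at least 40%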;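 note: mutant grown at 25 °C; 0% = DMSO wells with yeast and 100% = wells holding no yeast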
# APJ ag: agonists of human APJ apelin receptor; P35414; actives 0.11% (n = 330,000); activation, % at 20 µM; CHO-K1 APJ PathHunter beta-arrestin, luminescence; 0% DMSO wells, 100% apelin;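 active = activation more than six SD over the plate average, tested at 20 µM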;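 note: 0% = DMSO alone and 100% = apelin-13 at 10 nM; some results filed as inactive read as strong as hits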
# Target sequence (P35414 whole entry, looked up): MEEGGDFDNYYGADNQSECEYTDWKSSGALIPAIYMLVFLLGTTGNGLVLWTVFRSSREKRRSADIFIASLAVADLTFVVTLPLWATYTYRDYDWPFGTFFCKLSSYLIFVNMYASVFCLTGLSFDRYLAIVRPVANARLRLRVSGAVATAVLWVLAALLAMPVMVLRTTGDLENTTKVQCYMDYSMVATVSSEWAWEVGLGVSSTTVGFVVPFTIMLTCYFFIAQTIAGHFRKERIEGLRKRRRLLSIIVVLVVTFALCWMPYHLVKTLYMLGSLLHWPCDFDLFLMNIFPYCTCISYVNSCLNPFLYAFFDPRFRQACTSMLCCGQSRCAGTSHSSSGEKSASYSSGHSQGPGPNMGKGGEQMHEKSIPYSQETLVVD
#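 Assay system: CHO-K1 APJ beta-arrestin complementation cell line / Compound: single test compound dose, 20 µM final, 1% DMSO / Times: overnight seeding, 90 min compound at 25 °C, 1 h detection / Technique: beta-gal luminescence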
# tim23-1 inh: tim23-1 yeast growth inhibition | S. cerevisiae tim23-1 growth, BacTiter-Glo luminescence, 24 h | inhibition, % at 20 µM | actives 1.3% (n = 330,000) | AID 463212;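 active = growth inhibition of the mutant yeast at or above 50%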;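 note: temperature-sensitive mutant grown at 25 °C; plate controls were DMSO-treated mutant yeast for no effect and medium wells lacking yeast for full effect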
# TIM10 inh: growth inhibitors of TIM10 yeast strain. S. cerevisiae TIM10 strain growth, BacTiter-Glo luminescence, 24 h. inhibition, % at 10 µM. actives 1.4% (n = 330,000);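 active = inhibition of 40% or more at the single tested concentration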;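 note: wild-type TIM10 isogenic control strain grown at permissive 25 °C; 0% = DMSO yeast wells and 100% = minimal medium wells without yeast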
# GRIN3A LBD mod: modulators (binders) of human NR3A ligand-binding domain. NR3A LBD differential scanning fluorimetry, Tm shift; 0% = protein alone, 100% = glycine-bound protein. Tm shift relative to glycine control, % at 25 µM. actives 2.5% (n = 340,000). AID 1259313;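 active = melting temperature shift of at least 10% of the positive control shift, at one fixed dose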
# UPR CHOP act: activators of apoptotic arm of unfolded protein response (CHOP) | CHO-CHOP luciferase reporter, UPR activation, luminescence; percent of tunicamycin response over DMSO baseline | actives 0.34% (n = 330,000) | activation, % at 10 µM;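 active = at 10 µM dose, activation of 40% or more, normalized to positive control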;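 note: 100% = tunicamycin at 10 µg/mL and 0% = DMSO alone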
#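 System: CHO-CHOP luciferase reporter cell line | Buffer or medium: F12 medium containing 10% fetal bovine serum | Doses: One dose, 10 µM in 0.5% DMSO | Times: 6 h compound exposure at 37 °C after overnight seeding | Signal: Luciferase luminescence | Read-out: % activation vs tunicamycin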
# Mdm2-MdmX inh: inhibitors of human Mdm2/MdmX interaction. O15151+Q00987. SaOS-2 split-luciferase Mdm2/MdmX complementation, luminescence. inhibition, % at 8 µM. actives 3% (n = 330,000). AID 485346;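 active = inhibition of at least 50% at 8 µM in the primary screen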
# UPR XBP1 act: adaptive UPR (XBP1) activation; actives 0.33% (n = 330,000); AID 463104; activation, % at 20 µM; CHO-XBP1 luciferase reporter, IRE1-XBP1 UPR activation, luminescence; percent of tunicamycin response, DMSO as zero;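 active = versus positive control, 20 µM dose yields 30% or more activation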;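 note: 100% = tunicamycin at 10 µg/mL and 0% = DMSO only wells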
#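 Material: CHO-XBP1 cells stably carrying IRE1-XBP1-driven luciferase reporter | Medium: F12 with 10% serum | Compound dosing: 20 µM single concentration, DMSO 1% | Incubation: Overnight seeding at 37 °C, 6 h compound treatment at 37 °C | Detection: Steady-Glo luminescence read | Read-out basis: % activation of reporter signal versus tunicamycin and DMSO controls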
# NLRP3 yeast inh: blocks the NALP3 inflammasome reconstituted in yeast; Yeast reconstituted NLRP3/ASC/caspase-1, beta-gal luminescence, 24 h; actives 0.39% (n = 330,000); inhibition, % at 10 µM; AID 2825;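 active = inhibition of 50% or more; inactive = inhibition below 50%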;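 note: plate controls were induced DMSO wells for no effect and uninduced yeast grown without galactose for full effect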
# An asterisk follows results filed as active; · = not tested or not shown.
SMILES,tim10-1 inh,APJ ag,tim23-1 inh,TIM10 inh,GRIN3A LBD mod,UPR CHOP act,Mdm2-MdmX inh,UPR XBP1 act,NLRP3 yeast inh
CCNC(=S)N(CCc1c(C)[nH]c2ccccc12)Cc1cccnc1,22,-4,7,0,0,-2.2,-19,-2,6
CCN(CC)CCCN(Cc1cc2cc3c(cc2[nH]c1=O)OCO3)C(=S)NCCCN(C)C,-15,2,-21,-2,-2,-0.2,-2,-5,-8
CC1=NCCN1S(=O)(=O)c1cc(Cl)ccc1Cl,7,1,-1,8,3,0.1,10,4,-16
N#C/C(=C(/O)CCCl)c1ccccn1,2,-8,12,-10,0,-2.2,1,4,0
COc1cc(C(=O)/C=C/Nc2ccc(NC(C)=O)cc2)cc(OC)c1OC,15,0,30,6,-10,-0.8,17,2,9
CCCCOC(=O)Nc1ccc(C(=O)OCCC)cc1,20,0,46,16,-3,2.5,3,2,37
COc1ccc(C(=O)NNC(=O)c2ccc(S(=O)(=O)N3CC(C)OC(C)C3)cc2)cc1 (stereo not drawn),14,-2,4,3,-3,1.0,9,3,9
O=C(CCCn1c(=S)[nH]c2ccccc2c1=O)NCCSCc1ccccc1,19,-4,17,1,-1,-1.8,23,-1,15
O=C(CCc1nc(-c2ccc(F)cc2)no1)Nc1cccc(C(=O)NC2CC2)c1,5,0,3,3,3,0.9,-28,-2,7
COc1ccc(C)cc1-n1cnnn1,-8,1,-21,5,0,-0.2,-2,-3,-3
CCc1c(O)nc(SC2CC(=O)N(c3ccccc3)C2=O)[nH]c1=O (stereo not drawn),4,-1,5,-11,-2,-1.8,-26,-7,-15
Cc1ccc(CC(=O)NCC(c2ccco2)N(C)C)cc1C (stereo not drawn),7,-4,10,1,-1,1.5,16,-2,13
CCC1CCCCN1Cc1nc2c(c(=O)n(C)c(=O)n2C)n1CC(C)C (stereo not drawn),11,-4,16,-9,-3,1.3,13,1,13
O=C(Nc1cccc2ccccc12)N1CCOCC1,12,6,10,6,17*,1.2,-37,1,10
Cc1ccccc1NC(=O)c1cc2ccccn2n1,3,0,14,-19,2,2.4,-123,-5,27
Cc1cc(NC(=O)Cn2nc(C)c([N+](=O)[O-])c2C)no1,9,-3,4,-5,-2,3.0,4,1,-2
CC(C)(C)NC(=O)CN(CCN1CCOCC1)C(=O)CNS(=O)(=O)c1ccccc1,-13,0,-6,1,-2,1.3,10,-2,18
COC(=O)[C@H](Cc1ccccc1)NC(=O)N1CCN(Cc2ccccc2)CC1,20,-4,0,1,1,1.3,6,-2,-7
Cc1ccc(C(=O)C[n+]2cccc(C(N)=O)c2)cc1,-1,0,9,17,1,-0.9,7,-2,-24
O=C(NCCC1=CCCCC1)C1CC(=O)N(C2CCCCCC2)C1 (stereo not drawn),6,0,9,12,-1,1.8,25,-1,-1
O=C(CN1C(=O)NC2(CCCCCC2)C1=O)N1CCN(c2ccc(F)cc2)CC1,8,-1,9,1,0,0.3,6,0,-6
Cc1cnc(C(=O)OC(C)C(=O)Nc2ccc(Oc3ccccc3)cc2)cn1 (stereo not drawn),7,0,14,11,3,3.2,31,-1,23
O=C(NNC(=O)C1C2CCC(C2)C1C(=O)O)c1ccc(Br)o1 (stereo not drawn),7,0,16,-12,·,2.1,-15,1,6
COc1ccccc1Cn1c(/C=C/c2ccccc2)nc2ccccc21,30,-1,29,42*,11*,5.7,-100,5,23
CCCCn1c(Cc2ccccc2)n[nH]c1=S,19,-1,32,13,0,0.0,-1,1,10

# More entries
SMILES,tim10-1 inh,APJ ag,tim23-1 inh,TIM10 inh,GRIN3A LBD mod,UPR CHOP act,Mdm2-MdmX inh,UPR XBP1 act,NLRP3 yeast inh
COCCn1cnc2cc(C)c(C)cc21,-28,-1,-1,-15,0,0.1,5,-3,6
CC(=O)c1cccc(NC(=O)c2ccc(NC(=O)CC3SC(N4CCCCC4)=NC3=O)cc2)c1 (stereo not drawn),3,-4,-12,0,-6,-0.2,30,-4,-1
CCN1CCN(Cc2ccc(NC(=O)c3ccc(C)c(NC(=O)c4ccc5n[nH]nc5c4)c3)cc2C(F)(F)F)CC1,-4,6,-2,-2,-2,-0.4,46,-2,5
CCOC(=O)NC(=O)CSc1nc2ccc(C)cc2[nH]1,-4,-4,-7,3,0,1.7,18,-2,24
CN(Cc1nc2ccccc2c(=O)[nH]1)C(=O)c1cc2c(s1)CCCCC2,16,-5,40,12,1,-0.5,2,1,5
C[C@]12c3[nH]c4ccccc4c3CCN1C(=O)C(CC(=O)NCC13CC4CC(CC(C4)C1)C3)C[C@@H]2C(=O)N1CCCCC1 (stereo partly drawn),16,2,24,15,-2,4.6,38,19,13
Cc1cccc(Nc2nnc(C)c(=O)n2N)c1,-15,-1,1,9,-15,-0.9,-1,0,-3
ClC(=C\c1ccccc1)/C=N/N1CCN(c2ccccn2)CC1,-36,-1,-16,-101,-15,4.9,-78,2,13
CC(C)OC(=O)CSc1nnc(SCc2cccc3ccccc23)s1,25,-3,-16,8,0,1.0,24,0,17
CCOc1ccc2[nH]c(=O)c(CN(CC3CCCN3CC)C(=O)NCc3ccccc3)cc2c1 (stereo not drawn),3,-5,3,10,-1,-2.5,20,-8,10
Fc1cccc(Cl)c1/C=C/c1cnc2ccccc2n1,36,-2,29,18,2,-7.7,-113,-11,47
Cc1ccc(CSc2nnc(-c3ccco3)o2)cc1,12,0,12,19,0,4.1,-66,4,43
CC(=Nc1ccc(Br)cc1)c1sc2ccccc2c1O,-1,0,12,1,1,5.0,-356,5,8
CCOC(=O)C1=NNC(C(=O)c2ccc(OC)cc2)C1c1ccccc1 (stereo not drawn),10,-4,39,-15,0,1.7,-10,-2,6
COc1ccc(C2=NOC(C(=O)Nc3ccc4c(c3)OCO4)C2)cc1OC (stereo not drawn),9,-2,-6,7,1,-0.3,-3,1,13
COc1cc(/C=N/NC(=O)c2ccc3c(c2)OCCO3)cc(Cl)c1O,-14,1,-1,-10,-6,2.7,13,-3,-4
CCc1cccc(NC(=O)c2cc(S(=O)(=O)N(C)C)ccc2N2CCCC2)c1,26,-5,12,14,1,-1.0,52*,8,1
CCC(=O)N(CCc1ccccc1)Cc1cc2cc3c(cc2[nH]c1=O)OCO3,26,2,12,-7,-1,-2.8,-4,-2,12
COc1cc(C(C)=O)ccc1OC(=O)C(C)N1C(=O)c2ccccc2C1=O (stereo not drawn),7,3,5,0,-1,-0.3,6,1,7
COc1ccc(NC(=O)CN(c2ccc([N+](=O)[O-])cc2)S(=O)(=O)c2ccccc2)c(OC)c1,12,-1,23,-4,-15,-0.4,8,-2,-2
COc1cc(NC(=O)Nc2cccc([N+](=O)[O-])c2)cc(OC)c1,20,-3,-3,5,29*,1.2,26,-2,24
COc1ccc(-c2nnc(SC(C)C(=O)Nc3c(C)n(C)n(-c4ccccc4)c3=O)o2)cc1 (stereo not drawn),-2,-2,4,3,-1,0.1,11,-2,12
Cn1cc(CN2CCN(CCc3ccccc3)C(CCO)C2)cn1 (stereo not drawn),4,-2,0,11,2,-2.2,7,-1,16
CC(C)(C)N(Cc1nc(-c2ccccc2)no1)C(=O)c1ccc2c(c1)OCO2,26,-6,30,27,1,1.8,8,1,7
CCOc1cc(/C=N/N2CCOCC2)ccc1OCc1ccc(C(=O)OC)o1,13,-2,7,-10,-2,0.5,10,2,19

# Further structures follow.
SMILES,tim10-1 inh,APJ ag,tim23-1 inh,TIM10 inh,GRIN3A LBD mod,UPR CHOP act,Mdm2-MdmX inh,UPR XBP1 act,NLRP3 yeast inh
O=C(NCCN1CCOCC1)c1cc(-c2cccs2)nc2ccccc12,8,0,5,1,-1,-1.8,5,0,7
O=C(CCNC(=O)c1ccccc1Cl)Nc1nc(-c2ccc(F)cc2)cs1,13,-2,32,15,-1,0.7,-20,-3,11
COc1ccc(/C=N/N=C(\N)c2nonc2N)cc1OC,-3,-2,-3,5,-1,5.1,-18,4,29
CCOC(=O)C1=C(N)N(c2ccccc2)C2=C(C(=O)CCC2)C1c1cccnc1 (stereo not drawn),18,-1,10,9,-3,2.9,20,1,19
Cn1c(C(=O)c2ccccc2)nc2ccccc21,-9,-4,29,6,-2,2.0,-1,7,11
Cc1ccc(OCC(=O)N2CCCCCCC2)cc1C,19,2,28,14,0,2.3,-15,-1,22
N#Cc1ccccc1CSc1nc(N2CCCCC2)nc(N2CCCCC2)n1,-1,-2,16,1,2,0.7,13,-5,3

# Molecules shown so far that contain a halogen (eleven):
SMILES,tim10-1 inh,APJ ag,tim23-1 inh,TIM10 inh,GRIN3A LBD mod,UPR CHOP act,Mdm2-MdmX inh,UPR XBP1 act,NLRP3 yeast inh
CC1=NCCN1S(=O)(=O)c1cc(Cl)ccc1Cl,7,1,-1,8,3,0.1,10,4,-16
N#C/C(=C(/O)CCCl)c1ccccn1,2,-8,12,-10,0,-2.2,1,4,0
O=C(CCc1nc(-c2ccc(F)cc2)no1)Nc1cccc(C(=O)NC2CC2)c1,5,0,3,3,3,0.9,-28,-2,7
O=C(CN1C(=O)NC2(CCCCCC2)C1=O)N1CCN(c2ccc(F)cc2)CC1,8,-1,9,1,0,0.3,6,0,-6
O=C(NNC(=O)C1C2CCC(C2)C1C(=O)O)c1ccc(Br)o1 (stereo not drawn),7,0,16,-12,·,2.1,-15,1,6
CCN1CCN(Cc2ccc(NC(=O)c3ccc(C)c(NC(=O)c4ccc5n[nH]nc5c4)c3)cc2C(F)(F)F)CC1,-4,6,-2,-2,-2,-0.4,46,-2,5
ClC(=C\c1ccccc1)/C=N/N1CCN(c2ccccn2)CC1,-36,-1,-16,-101,-15,4.9,-78,2,13
Fc1cccc(Cl)c1/C=C/c1cnc2ccccc2n1,36,-2,29,18,2,-7.7,-113,-11,47
CC(=Nc1ccc(Br)cc1)c1sc2ccccc2c1O,-1,0,12,1,1,5.0,-356,5,8
COc1cc(/C=N/NC(=O)c2ccc3c(c2)OCCO3)cc(Cl)c1O,-14,1,-1,-10,-6,2.7,13,-3,-4
O=C(CCNC(=O)c1ccccc1Cl)Nc1nc(-c2ccc(F)cc2)cs1,13,-2,32,15,-1,0.7,-20,-3,11
